# Source: PubChem BioAssay
# LDHA inh: blocks human lactate dehydrogenase A | P00338 | purified LDHA, NADH/diaphorase-resazurin fluorescence; hits give low values | activity change, % (values are at about 110 or 230 µM) | 480,000 compounds, 0.15% hits | AID 1347041; in the data active means activity change below about -30%; inconclusive means mostly about -25% to -30%;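 further: plate controls were DMSO wells for no effect and wells without enzyme for full effect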
#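 Enzyme activity of human lactate dehydrogenase 5 (2 nM; 0.06 mM NADH, 0.2 mM pyruvate, 5 min, RT) is measured via a resazurin/diaphorase fluorescence readout of residual NADH.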
# Starred values were filed as active, the others as inactive; ? = inconclusive. The list is partial; the hit share may differ from the screen's.
LDHA inh | Molecule
-7 | COc1ccc(Nc2nc3ccccc3nc2NS(=O)(=O)c2ccc(OC)cc2)cc1
7 | O=C(NCCCc1ccccc1)C(=O)NCc1n[nH]c(=O)c2ccccc12
3 | CCCC(=O)Nc1ccccc1C(C)CC (stereo not drawn)
-5 | Cc1c(C(=O)OCc2ccc(C#N)cc2)oc2ccccc12
0 | O=C(Nc1ccc(S(=O)(=O)N2CCCCCC2)cc1)c1csnn1
4 | O=C(OCc1coc(-c2cccs2)n1)c1ccc2c(c1)OCCCO2
4 | Cc1csc(C(C#N)C(=O)CN2CCCCCC2)n1 (stereo not drawn)
9 | O=C(O)c1cccc(S(=O)(=O)NCc2ccco2)c1
-5 | CCCCn1cnc2c1c(=O)[nH]c(=O)n2CC(C)C
0 | COCc1cccc(C(=O)O)c1
2 | CC(=O)Nc1cccc(C(C)NC(=O)Nc2ccccc2SC2CCCC2)c1 (stereo not drawn)
-8 | O=C(O)CCCCCNC(=O)Cn1ccc2ccc(Cl)cc21
1 | CCCN1CNc2c(c(=O)[nH]c(=S)n2CCc2c(C)cccc2C)C1
4 | O=C(O)C1CC=CCC1c1nc2ccccc2s1 (stereo not drawn)
1 | O=C1CC(c2ccccc2F)Cc2nc(N3CCN(c4cccc(C(F)(F)F)c4)CC3)ncc21 (stereo not drawn)
-7 | Cc1ccc2oc(C(=O)Nc3nnc(C(C)C)s3)cc(=O)c2c1
0 | CC(C)n1ncc2c(C(=O)Nc3ccccc3F)c3c(nc21)CCC3
-1 | CCC(=O)Nc1cc(C)c(O)c(-c2nc3cc(C(C)C)ccc3o2)c1
2 | Cc1ccc(CSc2nnnn2-c2c(C)n(C)n(-c3ccccc3)c2=O)cc1
2 | COc1ccccc1/C=C/c1nc(C#N)c(N(C)Cc2ccccc2)o1
11 | CCc1ccccc1NC(=O)CSc1nnc([C@@H](N)CC(C)C)o1
3 | Cc1ccccc1COc1ccc(C(=O)O)cc1
11 | CC(C)C(=O)Nc1ccc(NC(=O)Nc2ccc(Cl)cc2)cc1
-1 | Cc1ccc(NS(=O)(=O)c2ccc(C(=O)NCC3CCCO3)cc2)cc1C (stereo not drawn)
2 | CCCn1nc(C(=O)Nc2cccc(C)c2C)c2ccccc2c1=O
1 | COC(=O)c1c(C)[nH]c(C(=O)OCC(=O)Nc2ccc(Cl)cn2)c1C
7 | CC1(C)CC(N2CCCCC2)=CC(=NCCCN2CCOCC2)C1
13 | CC(C)(C)C(=O)Cc1[nH]c2cc(Cl)ccc2c1C(C)(C)C
-7 | CCc1ccc(NC(=O)Cc2nc(-c3[nH]c(C)c(C(C)=O)c3C)cs2)cc1
2 | CCOC(=O)[C@]12CCCC=C1N(Cc1ccco1)C(=O)[C@H](CC(=O)NCC13CC4CC(CC(C4)C1)C3)C2
1 | CC(=O)c1ccc(N2CCN(CC(=O)Nc3ccnn3Cc3cccc(Cl)c3)CC2)c(F)c1
-1 | Cc1ccc(C)c(Oc2coc3cc(OC(=O)C(C)C)ccc3c2=O)c1
7 | CCCCCCCCN1C(=O)[C@H](CC(=O)NCCCOCCCC)C[C@@]2(C(=O)OCC)CCCC=C12
-4 | O=C(CCCCCCCC(=O)NNC(=O)c1ccc(Cl)cc1)NNC(=O)c1ccc(Cl)cc1
6 | O=C(CSc1nccnc1N1CCN(c2ccccc2)CC1)Nc1ccccc1Cl
6 | Cc1ccc(-c2cc(C(=O)N3CCN(CC(=O)N4CCOCC4)CC3)c3ccccc3n2)cc1
6 | CCN(CC)c1ccc(C2C3=C(CC(C)(C)CC3=O)Nc3cc4c(cc32)OCO4)cc1 (stereo not drawn)
2 | O=c1c2c([nH]n1-c1ccccc1)C[C@@H](C1CCCCC1)O[C@H]2c1ccc(F)cc1
0 | O=C(CSc1nnc(-c2ccc(F)cc2)n1CC1CCCO1)Nc1ccc2c(c1)CCC2 (stereo not drawn)
-3 | OC(c1cn2cc(-c3ccccc3)nc2s1)(C(F)(F)F)C(F)(F)F

# An excerpt of these results, field by field.
CCCCCCCCN1C(=O)[C@H](CC(=O)NCCCOCCCC)C[C@@]2(C(=O)OCC)CCCC=C12
  LDHA inh: 7
CCc1ccc(NC(=O)Cc2nc(-c3[nH]c(C)c(C(C)=O)c3C)cs2)cc1
  LDHA inh: -7
CC(=O)c1ccc(N2CCN(CC(=O)Nc3ccnn3Cc3cccc(Cl)c3)CC2)c(F)c1
  LDHA inh: 1
Cc1ccc(NS(=O)(=O)c2ccc(C(=O)NCC3CCCO3)cc2)cc1C (stereo not drawn)
  LDHA inh: -1

# Going on with the list:
LDHA inh | Molecule
0 | Cc1c2occ(C(C)(C)C)c2cc2c1oc(=O)c1ccccc12
5 | CSC1=N/C(=C\c2ccc(OC(C)=O)cc2)C(=O)S1
43 | CCCOc1ccc(NC(=O)Cc2cccc3ccccc23)c2cccnc12
-1 | CCNC(=O)c1cc(-c2ccccn2)nc2ccccc12
26 | CCc1ccc(-c2noc(CCC(=O)Nc3ccccc3N3CCOCC3)n2)cc1
3 | Nc1nnc(SCC(=O)N(C2CCCCC2)C2CCCCC2)s1
1 | Cc1nc2ccc(C(=O)N(C)Cc3ccc(C(N)=O)cc3)cc2nc1C
0 | O=C(Nc1cccc(S(=O)(=O)N2CCCCCC2)c1)c1cccc2cccnc12
1 | CCOC(=O)N1CCN(C(=O)C[C@@H]2C[C@@]3(C(=O)OCC)CCC=C3N(Cc3ccc(Cl)cc3Cl)C2=O)CC1
0 | COc1ccc(Cc2nnc(SCC(=O)Nc3ccc(F)c(F)c3)n2C)cc1
-1 | Cc1ccc(C(=O)CCC(=O)OCC(=O)c2ccc(Cl)c(Cl)c2)cc1
-2 | COc1cc(OC)cc(C(=O)/C(=C/c2cccnc2)c2nc3ccccc3o2)c1
9 | COc1cccc(N2CCN(c3ccc(NC(=O)c4ccc(C)cc4)cc3C(=O)O)CC2)c1
-32* | COc1cc(C(=O)Oc2ccc3c(=O)c(-c4ccccc4)coc3c2)cc(OC)c1OC
9 | N#Cc1ccc(CNCc2cc(Br)cs2)cc1
-1 | Cc1cc(SCC(=O)O)c(C)cc1Br
3 | CCCCCCCOc1ccc(COC(=O)c2ccco2)cc1
12 | CNC(=O)NCc1cccc(Oc2ccccc2)c1
-5 | CN1C(=O)c2ccc(NC(=O)C(F)(F)C(F)(F)C(F)(F)F)cc2C1=O
-2 | C=CCOc1nc2c(c(=O)n(Cc3ccc(F)cc3)c(=O)n2C)n1C
-3 | N#Cc1c(N2C(=O)CC(c3ccc4c(c3)OCO4)C3=C2CCCC3=O)sc2c1CCCCC2 (stereo not drawn)
-8 | COc1ccc(CNC(=O)N2CCN(S(=O)(=O)c3cccc(Br)c3)CC2)cn1
0 | CN(C)C(=O)c1ccc(Br)cc1F
-7 | O=C(/C=C/c1ccc(Br)cc1)NC1CCCC1
8 | COc1ccccc1/C=C/C=C1\Oc2cc(OC(=O)C(C)(C)C)ccc2C1=O
0 | Cc1ccc(Nc2nc3ccccc3nc2NS(=O)(=O)c2ccc(F)cc2)cc1F
4 | CCOc1cccc2cc(-c3nc(-c4ccccc4Cl)no3)c(=O)oc12
9 | CSc1ccc(Cl)c(C(=O)OCC(=O)OC2CC(C)CCC2C(C)C)c1 (stereo not drawn)
12 | COc1ccc(C2Nc3ccc(NC(=O)COC(C)=O)cc3C(=O)N2Cc2ccccc2)cc1COc1ccc(NC(C)=O)cc1 (stereo not drawn)
-24 | COc1ccc(CNC(=O)c2cc3ccccc3[nH]2)cc1
-2 | Cc1oc(-c2ccc(C(=O)NC3CCCC3)cc2)nc1CS(=O)c1ccccc1 (stereo not drawn)
-1 | O=[N+]([O-])c1ccc(/C=N/Nc2ccc(C(F)(F)F)cn2)cc1
3 | Cn1cc(C(=O)N2CCN(S(=O)(=O)c3ccc(F)cc3F)CC2)c2ccccc21
-1 | Cc1c(C(=O)N2CCOCC2)cnn1-c1ccccc1F
-1 | COc1cccc(C2c3c(ncn(-c4ccc(NC(C)=O)cc4)c3=N)Oc3ccc4ccccc4c32)c1 (stereo not drawn)
-5 | COC(=O)c1ccc(COc2ccccc2Cc2ccccc2)o1
12 | O=C(NCc1cccnc1OCC(F)(F)F)c1ccc(Cl)o1
0 | Nc1nnnn1NCc1ccc(-c2cccc(Cl)c2)o1
5 | CC1Cc2ccccc2N1C(=O)COC(=O)c1ccc(-n2cnnn2)cc1 (stereo not drawn)
5 | CCOC(=O)c1cccc(NC(=O)NCc2cccn2Cc2cccc(F)c2)c1

# Records listed so far that bear a hit mark in LDHA inh.
LDHA inh | Molecule
-32* | COc1cc(C(=O)Oc2ccc3c(=O)c(-c4ccccc4)coc3c2)cc(OC)c1OC

# (continued)
LDHA inh | Molecule
6 | O=C1CCc2cc(OC(=O)c3ccc4c(c3)NC(=O)CS4)ccc2N1
11 | C=CCOc1ccc2c(=O)c(Oc3cccc(C)c3)c(C(F)(F)F)oc2c1
2 | CC(C)N(c1ccccc1)c1ccc(NC(=O)Cn2nc(C(=O)O)c3ccccc3c2=O)cc1
2 | CC1(C)O[C@H]2[C@@H](O1)[C@@H](C(=O)O)O[C@@H]1OC(C)(C)O[C@@H]12
-3 | O=C(NC1CCCCC1)C(C1CC1)n1c(=O)c(-c2ccco2)nc2ccccc21 (stereo not drawn)
2 | CCOC(=O)CNC(=O)NCc1cccn1Cc1cc(C)ccc1C
4 | NC(N)=N/N=C/C(Br)=C/c1ccccc1
-3 | c1nc(N2CCC(N3CCCC3)CC2)c2cc(-c3ccc4c(c3)OCO4)ccc2n1
-22 | Nn1c(SCc2ncc(-c3ccc(Cl)cc3)o2)nnc1-c1ccc(F)cc1
10 | N#Cc1ccc(NC(=O)c2cc(-c3cccs3)nc3ccccc23)cc1
-1 | O=C(NCC(c1cccs1)N1CCCCC1)c1cc2ccccc2oc1=O (stereo not drawn)
-15 | CCOC1=C2CN(S(=O)(=O)c3ccc(C)cc3)C(c3cccc(Cl)c3)CC2N(S(=O)(=O)c2ccc(Cl)cc2)C(c2ccccc2)C1 (stereo not drawn)
4 | COc1ccc(-c2c(C)nn3c2NC(=O)CCC3=O)cc1S(=O)(=O)Nc1cccc2c1CCCC2
-9 | N#C/C(=C\c1ccccc1OC(=O)c1cccc2ccccc12)C(=O)Nc1ccccc1C(F)(F)F
-4 | Cc1ccccc1Cn1cnc(NC(=O)c2ccn(COc3ccc(F)cc3F)n2)n1
0 | CN=c1scc(-c2[nH]c(C)c(C(=O)OC)c2C)n1C
1 | CONC(=O)Cc1csc(NC(=O)c2ccccc2)n1
8 | COc1ccc(-c2cc(C(F)(F)F)nc(SCCC(=O)NC(C)C)n2)cc1
7 | CNCCN(C)c1nc(-c2cccs2)nc2ccccc12
-4 | C=CCNC(=S)Nc1ccc(Cl)cc1Cl
107 | CCCCCCOc1ccc(CNc2cccc3ccccc23)cc1
-3 | COc1ccc(OC)c(CN2CCN(C(=O)c3cn(C)nc3-c3ccc4c(c3)OCCCO4)CC2)c1
0 | O=C1CCc2cc(S(=O)(=O)NCc3ccco3)cc3c2N1CCC3
3 | Cc1oc2cc(OCc3ccccc3)ccc2c(=O)c1Oc1ccccc1
0 | CC(NC(=O)c1ccco1)c1ccccc1OC(F)F (stereo not drawn)
8 | COc1ccc(C(=O)N[C@H]2C[C@@H]3CC[C@H]2C3)cc1
7 | CN(CC(=O)NC(N)=O)Cc1ccc(C(F)(F)F)cc1
-1 | CCCn1c(C2NC(=O)NC(C)=C2C(=O)OCc2ccccc2)nc2ccccc21 (stereo not drawn)
8 | Cc1ccccc1-c1cc(C(=O)O)c2ccc(C)c(C)c2n1
-1 | FC(F)(F)c1ccccc1N/N=C1/CCc2ccccc21
? | CCc1sc(C(=O)NC(C)CC)cc1C (stereo not drawn)
15 | Clc1ccc(-c2cn3cc(Br)ccc3n2)cc1
0 | CCN(C)C1CN(Cc2cn(CCCOC)nn2)S(=O)(=O)C1 (stereo not drawn)
1 | Cc1ccccc1Cn1c(N2CCN(Cc3ccccc3)CC2)nc2c1c(=O)[nH]c(=O)n2C
6 | Cc1cccc(OC(=O)c2ccccc2I)c1C
-2 | COc1ccccc1OCCn1cc(C(C)=O)c2ccccc21
7 | CCOC(=O)C1=C(C)NC(=O)NC1c1cccc(Oc2ccc(Cl)cc2)c1 (stereo not drawn)
11 | CCCCn1c(=O)[nH]c(=O)c2c1nc(CNc1cccc(F)c1)n2CCC(C)C
1 | Cc1cccc(C(=O)NC(NC(C)(C)C)C(Cl)(Cl)Cl)c1 (stereo not drawn)
6 | C=C(C)Cn1c(SCCC)nc2c1c(=O)n(C)c(=O)n2C
11 | COc1cc2nc(N3CCCN(C)CC3)nc(NC3CC3)c2cc1OC
-3 | COc1ccc(S(=O)(=O)N2CCC[C@H]2C(=O)N2CCC[C@H]2C(=O)NCc2ccc(F)cc2F)cc1C
28 | NNc1ccc(Br)c2ccccc12
5 | CC1=C(C(=O)Nc2ccccc2)C(c2ccc(C(C)(C)C)cc2)NC(=S)N1 (stereo not drawn)
-23 | N#Cc1ccc(OCCOC(=O)c2ccc(COc3ccccc3)o2)cc1
3 | COCCCNC(=O)C1CCCCC1
3 | Cc1cc(C(=O)NCCC2=CCCCC2)cs1
-3 | O=C(NCCCCO)c1c(-c2ccccc2)oc2c1C(OCCCCCO)CCC2 (stereo not drawn)

# Ordered by SMILES length (falling): some entries from above
LDHA inh | Molecule
-3 | O=C(NCCCCO)c1c(-c2ccccc2)oc2c1C(OCCCCCO)CCC2 (stereo not drawn)
11 | COc1cc2nc(N3CCCN(C)CC3)nc(NC3CC3)c2cc1OC
3 | COCCCNC(=O)C1CCCCC1

# Of the compounds above, five contain a tert-butyl group.
LDHA inh | Molecule
13 | CC(C)(C)C(=O)Cc1[nH]c2cc(Cl)ccc2c1C(C)(C)C
0 | Cc1c2occ(C(C)(C)C)c2cc2c1oc(=O)c1ccccc12
8 | COc1ccccc1/C=C/C=C1\Oc2cc(OC(=O)C(C)(C)C)ccc2C1=O
1 | Cc1cccc(C(=O)NC(NC(C)(C)C)C(Cl)(Cl)Cl)c1 (stereo not drawn)
5 | CC1=C(C(=O)Nc2ccccc2)C(c2ccc(C(C)(C)C)cc2)NC(=S)N1 (stereo not drawn)
